GPR55 activation: GPR55 agonists via beta-arrestin recruitment, primary screen, imaging, U2OS cells, beta-arrestin-GFP redistribution (AID 1961); U2OS GPR55 beta-arrestin-GFP redistribution imaging; higher % means a stronger effect; activation, % at 10 µM, or EC50 in µM where a hit was titrated; hit rate 0.048% among 290,000;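 active = activation above 40% with more than 50 cells counted in the well; inconclusive = wells holding fewer than 50 cells, flagged as toxic or sparse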;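 note: U2OS osteosarcoma cells stably expressing GPR55 and beta-arrestin-GFP; plate controls were DMSO negative control for no effect and LPI positive control for full effect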
KOR beta-arrestin-1: KOR antagonists, beta-arrestin recruitment, cell-based, luminescence, uHTS (AID 1778) | KOR beta-arrestin recruitment, luminescence, antagonist mode; higher % means a stronger effect | inhibition, % at 10 µM, or IC50 in µM where a hit was titrated | hit rate 0.091% among 290,000; note: strong numbers were not always called active
GPR55 antagonists: inhibition of LPI-stimulated GPR55 beta-arrestin translocation – imaging, U2OS, beta-arrestin-GFP, LPI agonist, primary screen (AID 2013). one-dose inhibition, % at 10 µM; IC50 in µM for titrated hits. U2OS GPR55 beta-arrestin-GFP translocation imaging, LPI antagonism; higher % means a stronger effect. hit rate 0.13% among 290,000;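 active = spots per cell inhibited over 60%, with over 100 cells counted and total cytoplasm intensity under 500,000; inconclusive = wells with under 100 cells, flagged as likely toxic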;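 note: U2OS cells stably carrying GPR55 and arrestin-GFP stimulated by 5 µM LPI near EC80; imaged beta-arrestin-GFP aggregate spots per cell after agonist stimulation; plate controls were LPI-stimulated DMSO wells for no effect and DMSO wells without LPI for full effect; some results filed as inactive read as strong as hits; confirmed hits need IC50 under 10 µM and bright autofluorescent wells are also inconclusive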
NTR1 agonist: NTR1-driven beta-arrestin-GFP spot formation – imaging, U2OS cells, high content, primary screen (AID 493036) | hit rate 0.17% among 330,000 | agonist mode | P30989 | activation, % at 20 µM;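 active = activation at or above 40% of the spot to cytoplasm intensity ratio, with at least 20 cells analyzed; inconclusive = wells under 20 cells, flagged as cytotoxic or low count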;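 note: 0% = DMSO without peptide and 100% = 100 nM NTR1 peptide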
Target sequence (P30989 whole entry, looked up): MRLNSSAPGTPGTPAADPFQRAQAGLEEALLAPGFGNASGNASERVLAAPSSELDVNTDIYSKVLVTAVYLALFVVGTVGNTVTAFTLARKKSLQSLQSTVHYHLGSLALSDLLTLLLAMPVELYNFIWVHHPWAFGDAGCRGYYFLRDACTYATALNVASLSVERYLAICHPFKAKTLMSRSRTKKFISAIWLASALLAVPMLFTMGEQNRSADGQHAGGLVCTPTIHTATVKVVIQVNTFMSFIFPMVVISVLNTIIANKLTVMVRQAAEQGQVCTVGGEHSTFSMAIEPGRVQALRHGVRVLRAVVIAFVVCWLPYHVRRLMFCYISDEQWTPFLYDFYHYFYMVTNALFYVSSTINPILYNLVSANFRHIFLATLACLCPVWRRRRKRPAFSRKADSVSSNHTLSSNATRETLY
T cell HTS: T cell immune modulation candidate. calls only at 7 µM. hit rate 0.068% among 330,000. 2C CD8+ T cell-vesicle binding, flow cytometry; active compounds read low;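 active = response, share of CD8 T cells binding vesicles, and their 90th percentile fluorescence all below set limits, cut at about 80% in these data, passing the limit was not always enough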
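Assay system: 2C TCR transgenic mouse naive CD8+ T cells, MACS-purified | Read-out: CD8+ gate FL2 mean fluorescence as % of same-row positive control | Signal: High-throughput flow cytometry with anti-B7-1 and anti-CD8 staining | Timing: Binding step 1.5 h, 37 °C, antibody labelling 20 min, ice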
HEK293 NOD2/NF-kB: NOD2 signaling inhibitors, cell-based, luminescence, uHTS, HEK293 (AID 1566); HEK293 NOD2/NF-kB luciferase reporter, luminescence; higher % means a stronger effect; inhibition, % at 4 µM, or EC50 in µM where a hit was titrated; hit rate 0.63% among 290,000; note: many of its hits are not listed in these tables
Myeloid diff 2: compounds promoting myeloid differentiation | hit rate 1% among 360,000 | calls only at 10 µM | ER-HoxA9 myeloid progenitors, lysozyme-GFP differentiation, flow cytometry | AID 624256;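 active = normalized GFP-positive differentiation at or above the plate's own cutoff, the solvent-only control mean plus 3 SD; inconclusive = no clear call, values can overlap the other calls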;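 note: cells exposed to compound for four days before flow analysis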
KOR beta-arrestin-2: kappa opioid receptor activators – cell-based, luminescence, uHTS, primary screen (AID 1777); hit rate 0.02% among 280,000; KOR beta-arrestin recruitment, luminescence; higher % means a stronger effect; activation, % at 10 µM, or EC50 in µM where a hit was titrated; in the data active = activation above about 50%, passing the limit was not always enough; note: a part of the inactive calls stands beside numbers as strong as those of hits
NOD1 inhibition: inhibition of NOD1-driven NF-kB reporter – cell-based, luminescence, uHTS, primary screen (AID 1578) | hit rate 1% among 290,000 | NOD1-driven NF-kB luciferase reporter cells, luminescence; higher % means a stronger effect | inhibition, % at 4 µM, or EC50 in µM where a hit was titrated; in the data active = inhibition mostly above about 36%, no sharp cut-off; inactive = mostly below about 34%;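 note: HEK-293T reporter cells stimulated with the NOD1 agonist gamma-tri-DAP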
T cell HTS vesicle-bound %: further read-out of T cell HTS, marked with its call; double positive events, %; measured here: CD8+ vesicle-bound cell fraction;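 binding gate set so that unloaded-vesicle control wells show 10% double positive cells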
NTR1 agonist cell count 20 µM: also measured in NTR1 agonist; calls as there; cell count; measured here: cell count, cytotoxicity flag
Myeloid diff 2 GFP+ MAC1+ %: further read-out of Myeloid diff 2, marked with its call; GFP+ MAC1+ double positive, %; measured here: differentiation confirmed by MAC1 staining
An asterisk follows results filed as active; i = inactive; ? = inconclusive; · = not tested or not shown; + = active, no number; [ ] = remark or other dose. Cut-off read from the data, not from the text of the source, unless noted: active = inhibition above about 50%; inactive = the rest.

Start of the listing, in advance:
SMILES	GPR55 activation	KOR beta-arrestin-1	GPR55 antagonists	NTR1 agonist	NTR1 agonist cell count 20 µM	T cell HTS	T cell HTS vesicle-bound %	HEK293 NOD2/NF-kB	Myeloid diff 2	Myeloid diff 2 GFP+ MAC1+ %	KOR beta-arrestin-2	NOD1 inhibition
Cc1occc1-c1nnc(SCC(=O)Nc2ccc3c(c2)OCO3)n1CC1CCCO1 (stereo unspecified)	-0.1%	8.4%	-11.8%	3.2	64	i	48.5	4.0%	i	1.0	5.6%	1.9%
Cc1nn(-c2ccccc2)c(C)c1/C=N/NC(=O)c1cc(C2CC2)[nH]n1	-0.4%	14.8%	-2.8%	-1.5	64	i	43.0	-16.8%	i	0.4	-2.2%	-2.5%

The listing, previewed entries included:
SMILES	GPR55 activation	KOR beta-arrestin-1	GPR55 antagonists	NTR1 agonist	NTR1 agonist cell count 20 µM	T cell HTS	T cell HTS vesicle-bound %	HEK293 NOD2/NF-kB	Myeloid diff 2	Myeloid diff 2 GFP+ MAC1+ %	KOR beta-arrestin-2	NOD1 inhibition
Cc1occc1-c1nnc(SCC(=O)Nc2ccc3c(c2)OCO3)n1CC1CCCO1 (stereo unspecified)	-0.1%	8.4%	-11.8%	3.2	64	i	48.5	4.0%	i	1.0	5.6%	1.9%
Cc1nn(-c2ccccc2)c(C)c1/C=N/NC(=O)c1cc(C2CC2)[nH]n1	-0.4%	14.8%	-2.8%	-1.5	64	i	43.0	-16.8%	i	0.4	-2.2%	-2.5%
O=C(/C=C/c1ccccc1)NCCSCc1ccccc1Cl	-0.3%	-2.3%	0.4%	-0.6	52	i	39.4	-4.2%	i	1.4	-2.6%	-17.1%
O=C(Nc1cnc2ccccc2c1)c1ccco1	0.7%	5.9%	8.8%	2.1	62	i	5.8	-112.8%	i	0.2	-10.2%	-73.0%
O=C(c1cccc(Br)c1)N1CCN(C(=O)N2CCCCC2)CC1	-0.1%	19.9%	3.3%	1.7	50	i	27.3	14.5%	i	6.1	-1.4%	-11.9%
CCOc1cc(S(=O)(=O)NCC2CCCO2)ccc1F (stereo unspecified)	0.2%	-30.7%	-22.6%	1.2	63	i	55.3	4.8%	i	0.3	0.2%	-16.0%
COc1ccccc1/C=C(/C(=O)OCC(=O)N(C)Cc1ccccc1)c1ccccc1	-0.1%	24.7%	-3.0%	1.9	64	i	22.4	-16.8%	i	0.3	-1.3%	-28.4%
COc1cccc(NC(=O)N2CCCC(C(=O)Nc3ccccc3OC)C2)c1 (stereo unspecified)	0.1%	-12.7%	11.2%	3.2	35	i	42.6	-1.6%	i	1.2	0.1%	9.5%
O=C(Nc1ccc2c(c1)OCCO2)c1ccoc1	-0.2%	10.9%	9.0%	1.4	57	i	26.4	-20.1%	i	0.4	-1.3%	-9.6%
O=C(Cn1c(/C=C/c2ccccc2)nc2ccccc21)Nc1ccc(F)cc1	-0.1%	·	8.9%	3.2	43	i	3.6	-49.4%	i	2.5	·	-30.0%
O=C(NCc1ccccc1)Nc1cccc2ccccc12	-0.3%	21.9%	3.5%	1.2	34	i	47.9	19.5%	i	0.4	-0.2%	-22.6%
COc1ccc(CNCc2cccc3ccccc23)cc1	-0.2%	11.1%	11.5%	1.1	57	i	51.0	-6.6%	i	0.6	0.2%	-31.5%
CCOc1ccc(C(CC(=O)O)NC(=O)CCCOc2ccc(Cl)cc2C)cc1 (stereo unspecified)	-0.1%	-17.2%	-6.3%	0.1	29	i	46.8	-5.3%	i	0.3	4.7%	-38.9%
O=C(NC1CCCC1)C(c1ccc(O)cc1)N(CC1CCCO1)C(=O)C1COc2ccccc2O1 (stereo unspecified)	-0.2%	-12.0%	2.8%	0.3	38	i	41.9	7.1%	i	3.5	4.4%	-4.9%
CNC(=S)NC(CC(=O)OC)c1ccc2c(c1)OCO2 (stereo unspecified)	0.8%	3.7%	2.5%	0.0	79	i	32.8	-4.5%	i	0.3	-0.7%	-19.6%
Cc1cc(C)[n+](-c2ccc(F)cc2)c2[nH]c(=O)[nH]c(=O)c12	-0.6%	30.9%	-1.5%	3.3	35	i	0.0	4.4%	i	0.1	-3.7%	-28.2%
O=C(Cn1cncn1)NCc1cc(F)ccc1F	0.1%	-3.0%	-1.7%	-1.3	58	i	12.5	5.6%	i	0.5	-3.2%	-10.6%
COc1ccc(-c2cc3ccccc3n2CC(O)CN2CCCCC2)cc1 (stereo unspecified)	0.2%	9.1%	17.8%	-0.7	64	i	5.4	5.1%	i	1.0	-1.9%	-2.2%
O=C(CCCN1C(=O)/C(=C\c2ccccc2)SC1=S)Nc1ccc(O)cc1	0.2%	-68.2%[20 µM]	-15.0%	7.2	96	i	33.7	18.9%	i	0.3	·	-16.4%
O=C(Cc1ccccc1)Nc1c2c(nn1-c1cccc(Cl)c1)CS(=O)(=O)C2	-0.3%	-4.7%	8.1%	1.1	76	i	8.3	-13.3%	i	1.6	-0.8%	-16.5%
O=C(Nc1ccccc1)Nc1ccncc1	0.5%	-19.1%	-4.4%	1.1	65	i	26.0	-7.2%	?	·	-1.0%	-37.8%
CC(=O)N1N=C(c2ccco2)CC1c1cccs1 (stereo unspecified)	-0.4%	-19.7%	-5.3%	1.3	44	i	31.0	-8.2%	i	10.0	-1.3%	-6.4%
O=S(=O)(Nc1cccc2cn[nH]c12)c1ccc(F)cc1	0.0%	8.6%	1.5%	-0.4	55	i	45.5	0.0%	i	1.2	1.1%	·
COc1ccc(C2=C(C#N)C(=O)OC2)cc1	0.2%	-9.1%	-11.5%	0.7	83	i	48.9	15.7%	i	0.8	2.7%	8.2%
COc1ccc(OC)c(NC(=O)NNC(=O)COc2ccc([N+](=O)[O-])cc2)c1	-0.1%	-8.6%	13.4%	0.7	68	i	14.3	-12.0%	i	0.5	4.5%	-34.7%
O=P(O)(O)c1ccccc1OCCOCCOc1ccccc1P(=O)(O)O	-0.1%	-16.2%	-9.6%	-0.7	44	i	7.6	-5.3%	i	10.4	2.4%	-15.8%
CCOc1ccc(NC(=S)Nc2ccc(OCC)cc2)cc1	-0.2%	3.0%[20 µM]	5.3%	-1.1	67	i	59.8	21.2%	i	0.3	-7.5%	-11.3%
CCn1c(CNC(=O)c2cc(OC)c(OC)c(OC)c2)cc2cc(C)ccc21	0.4%	4.8%	5.9%	-0.2	92	i	64.3	49.2%	i	1.5	5.1%	3.4%
COc1ccc(N2C(=O)CC(Sc3nnnn3-c3ccc(F)cc3)C2=O)cc1 (stereo unspecified)	0.2%	13.1%[20 µM]	-2.2%	2.4	47	i	67.3	16.6%	i	0.2	-1.1%	-25.3%
O=C(NCCn1c(C(F)(F)F)nc2cc(C(F)(F)F)ccc21)[C@H]1CCCN1c1nc(CN2CCCCC2)cs1	0.5%	·	-1.2%	-4.6	88	i	19.7	14.2%	i	1.5	·	-15.5%

3 of the entries above in order of their number in NOD1 inhibition, descending.
SMILES	KOR beta-arrestin-1	T cell HTS	T cell HTS vesicle-bound %	HEK293 NOD2/NF-kB	Myeloid diff 2 GFP+ MAC1+ %	KOR beta-arrestin-2	NOD1 inhibition
COc1ccc(C2=C(C#N)C(=O)OC2)cc1	-9.1%	i	48.9	15.7%	0.8	2.7%	8.2%
O=P(O)(O)c1ccccc1OCCOCCOc1ccccc1P(=O)(O)O	-16.2%	i	7.6	-5.3%	10.4	2.4%	-15.8%
COc1ccc(OC)c(NC(=O)NNC(=O)COc2ccc([N+](=O)[O-])cc2)c1	-8.6%	i	14.3	-12.0%	0.5	4.5%	-34.7%

More entries
SMILES	GPR55 activation	KOR beta-arrestin-1	GPR55 antagonists	NTR1 agonist	NTR1 agonist cell count 20 µM	T cell HTS	T cell HTS vesicle-bound %	HEK293 NOD2/NF-kB	Myeloid diff 2	Myeloid diff 2 GFP+ MAC1+ %	KOR beta-arrestin-2	NOD1 inhibition
CN1CCc2c(sc3c2C(=O)NC(c2ccco2)N3)C1 (stereo unspecified)	0.4%	-26.6%	1.5%	-1.4	62	i	44.0	6.8%	i	1.0	-8.5%	10.9%
COCCCN(C(=S)Nc1cc(Cl)cc(Cl)c1)C(C)c1ccccn1 (stereo unspecified)	0.3%	7.0%	8.8%	0.9	55	i	21.0	18.8%	i	0.4	-3.7%	21.1%
COc1cc(NS(=O)(=O)c2ccc(NC(=S)NC(=O)/C=C/c3ccco3)cc2)ncn1	-0.1%	-0.1%	6.2%	-0.1	95	·	·	10.7%	i	0.6	-1.4%	-35.5%
COc1ccc(C(=O)NNS(=O)(=O)c2ccc(OC)cc2)cc1	0.0%	-1.2%	2.8%	-0.3	62	i	16.6	6.3%	i	1.3	-5.8%	-0.3%
CC1(C)OC(=O)C(=CNC(CO)C(=O)O)C(=O)O1 (stereo unspecified)	1.0%	-4.9%	4.5%	-0.5	30	i	55.9	9.1%	i	0.5	2.1%	-22.8%
CC(/C=N\NC(=O)Cn1c(C)nc2ccccc21)=C\c1ccccc1	-0.1%	·	10.6%	-2.2	83	i	55.7	23.3%	+	1.3*	·	46.9%
COc1ccc(CN2CCN(C(C)C(=O)N3CCc4ccccc43)CC2)cc1OC (stereo unspecified)	·	-20.3%	-11.1%	-0.7	56	i	23.9	5.3%	i	0.5	2.0%	-41.4%
CCOC(=O)C1C(=O)NC(N2CCc3ccccc32)=NC1c1ccccc1 (stereo unspecified)	-0.2%	-48.0%	-5.5%	-1.1	46	i	45.8	-0.4%	i	0.8	2.8%	14.7%
COc1ccc(N=C2SCC(c3ccc([N+](=O)[O-])cc3)=NN2CCO)cc1	0.1%	-10.2%	-0.4%	2.5	48	i	24.2	20.7%	i	0.1	3.5%	10.6%
Cc1c(C#N)c2ccccc2n1CC(=O)NCc1cccnc1	-0.2%	5.1%	10.7%	-1.0	63	i	40.9	22.8%	i	0.8	-0.8%	8.5%
CCOC(=O)Cc1nn(C)c(=O)c2ccccc12	0.0%	16.0%	33.4%	1.8	53	i	6.0	9.8%	i	4.1	-7.7%	-3.5%

Source: PubChem BioAssay

Some of the compounds tested. The share of hits here may be higher or lower than overall.
